# Screening data (PubChem)
# NS5 inhibitors: Dengue-2 NS5 methyltransferase inhibitors, primary screen, biochemical, confirmation dose response (AID 588689); inhibition, % at 25 µM; hits with a dose series show IC50 in µM; 340,000 tested, 0.3% active; Dengue-2 NS5 methyltransferase capping enzyme assay, biochemical; higher % means a stronger effect; in the data active means a potency from the dose series; inconclusive means inhibition above about 29% without an active follow-up result
# GPR35 antagonists: inhibition of zaprinast-stimulated GPR35 beta-arrestin translocation – imaging, U2OS, beta-arrestin-GFP, zaprinast agonist, primary screen (AID 2058). U2OS GPR35 beta-arrestin-GFP translocation imaging, zaprinast antagonism; higher % means a stronger effect. inhibition, % at 10 µM; hits with a dose series show IC50 in µM. 290,000 tested, 0.052% active;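 active means inhibition of at least 50% with at least 30 cells and total cytoplasm GFP at most 10,000,000; inconclusive means under 30 cells or total GFP of 10,000,000 plus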
# RSV antiviral HEp-2: inhibition of RSV-induced cytopathic effect – HEp-2 cells, primary 10 µM value included (AID 2391); HEp-2 cells, RSV-induced CPE inhibition; higher % means a stronger effect; CPE inhibition, % at 10 µM; hits with a dose series show IC50 in µM; 310,000 tested, 0.13% active; in the data active means a potency from the dose series; inconclusive means CPE inhibition mostly from about 23% at the one dose, without a potency; inactive means the rest, 99 in 100 with CPE inhibition below about 21%; further: strong numbers were not always called active
# AID2073: disruptors of CaV2.2 binding to Mint1 – biochemical, HTRF (AID 2073); HTRF protein-protein interaction, Mint1-CaV2.2; higher % means a stronger effect; inhibition, % at 20 µM, or IC50 in µM where a hit was titrated; 290,000 tested, 0.19% active; in the data active means inhibition mostly above about 51%, no sharp cut-off; inconclusive means no clear call, values can overlap the other calls; inactive means mostly below about 53%; further: some results filed as inactive read as strong as hits
# K1F lysis inhibition: protection from phage-mediated lysis, alamar blue read-out – E. coli UTI89, K1F phage, bacterial capsule biogenesis inhibitors (AID 488966). E. coli UTI89 K1F phage lysis, alamar blue, 2 h; higher % means a stronger effect. inhibition, % at 100 µM, or IC50 in µM where a hit was titrated. 340,000 tested, 0.02% active;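 active means phage lysis inhibition, versus mean bacterial control, above a set limit; inconclusive means no clear call, values can overlap the other calls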;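 further: capsule biogenesis inhibitors block K1F phage lysis so surviving cells raise fluorescence; higher fluorescence means more inhibition of phage lysis; actives were called in the ten point dose series up to 300 µM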
# LYP phosphatase: inhibitors of LYP phosphatase, biochemical, fluorescence intensity, uHTS (AID 1779). inhibition, % at 11.5 µM, or IC50 in µM where a hit was titrated. 290,000 tested, 0.054% active. recombinant LYP phosphatase, fluorescence intensity; higher % means a stronger effect; in the data active means inhibition above about 50%;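 further: plate controls were vehicle with enzyme for no effect and no enzyme for full effect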
# WT yeast gro inh: growth inhibition of WT yeast, mitochondrial fusion screen; mitochondrial fusion phenotypic screen, WT strain; inhibition, % at 10 µM; 190,000 tested, 2.1% active; AID 1362; in the data active means inhibition above about 58%; tested in S. cerevisiae
# Autophagy HCS: alters autophagy in cells; MEF GFP-LC3 puncta imaging; test concentration mostly 10 µM; calls only at 10 µM (by protocol); 190,000 tested, 0.98% active; AID 463193;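 active means percentage of spot-positive cells more than 3 SD above its plate mean, without a fluorescence outlier flag or 80% toxicity; inconclusive means no clear call, values can overlap the other calls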;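 further: spot-positive cell cutoff set from DMSO-treated cells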
# NTR1 agonist: agonists of NTR1, primary screen, imaging, U2OS cells, beta-arrestin-GFP, high content (AID 493036) | P30989 | NTR1-U2OS beta-arrestin-GFP spot imaging, agonist mode | activation, % at 20 µM | 330,000 tested, 0.17% active;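 active means activation at or above 40% of the spot to cytoplasm intensity ratio, with at least 20 cells analyzed; inconclusive means wells under 20 cells, flagged as cytotoxic or low count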;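 further: 0% = DMSO without peptide and 100% = 100 nM NTR1 peptide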
# Target sequence (P30989 whole entry, looked up): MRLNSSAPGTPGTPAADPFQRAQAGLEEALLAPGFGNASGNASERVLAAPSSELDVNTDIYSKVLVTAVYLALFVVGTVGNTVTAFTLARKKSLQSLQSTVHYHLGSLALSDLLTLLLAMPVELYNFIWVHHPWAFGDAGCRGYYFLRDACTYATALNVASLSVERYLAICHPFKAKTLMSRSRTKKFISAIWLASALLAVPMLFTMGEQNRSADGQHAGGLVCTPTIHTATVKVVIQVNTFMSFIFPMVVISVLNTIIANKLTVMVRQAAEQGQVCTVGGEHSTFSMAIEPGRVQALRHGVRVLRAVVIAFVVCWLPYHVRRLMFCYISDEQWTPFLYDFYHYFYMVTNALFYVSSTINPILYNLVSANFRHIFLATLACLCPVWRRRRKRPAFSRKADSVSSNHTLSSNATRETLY
# WT yeast gro inh mutant strain: recorded beside WT yeast gro inh, whose call it bears; inhibition, %; mitochondrial fusion phenotypic screen, mutant strain inhibition
# Autophagy HCS cell loss 18 h: recorded beside Autophagy HCS, whose call it bears; toxicity, %; measured here: cell loss, nuclei count;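 cell loss after 18 h compound exposure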
# NTR1 agonist cell count 20 µM: recorded beside NTR1 agonist, whose call it bears; cell count; measured here: cell count, cytotoxicity flag
# NS5 inhibitors pilot replicate: also measured in NS5 inhibitors; calls as there; inhibition, %; measured here: pilot screen replicate inhibition
# * marks the source's active call; other numbers are inactive results; i = inactive; ? = inconclusive; . = not tested or not shown; & = joins results of further samples; [ ] = remark or other dose.
SMILES,NS5 inhibitors,GPR35 antagonists,RSV antiviral HEp-2,AID2073,K1F lysis inhibition,LYP phosphatase,WT yeast gro inh,WT yeast gro inh mutant strain,Autophagy HCS,Autophagy HCS cell loss 18 h,NTR1 agonist,NTR1 agonist cell count 20 µM,others
CCOC(=O)[C@H]1[C@H]2COc3ccc(Cl)cc3[C@@H]2N2C(=O)CN(Cc3ccccc3)C(=O)[C@@]12C,0%,.,1.6%,.,0.6%,.,.,.,.,.,2.0,52,
Cc1nn(C(=O)c2cccs2)c(N)c1-c1ccccc1,1%,-12%,8.2%,1%,7.3%,-1%,25,18,i,-3,9.9,76,
O=C1c2ccccc2C(=O)N1CCc1nc(-c2ccncc2)no1,-12%,2%,2.1%,2%,0.5%,-10%,-6,7,i,-8,-0.1,53,NS5 inhibitors pilot replicate=-3.0
Cc1ccc(-n2c(SCC(N)=O)nnc2-c2ccccn2)cc1,-10%,-9%,0.4%,7%,0.2%,-6%,-7,2,i,-4,-2.2,67,
O=C(Nc1ccc(N2CCCCC2)cc1)C(Cl)c1ccccc1 (centres undefined),-7%,-10%,1.6%,-21%,0.1%,-7%,11,7,i,-7,4.2,93,
COc1ccc(C2C3=C(N=C4SCC(=O)N42)c2ccccc2CC3)cc1OC (centres undefined),-6%,25%,3.9%,8%,1.4%,5%,-8,0,i,7,3.4,60,
O=C(Cc1ccccc1)Nc1cccc([N+](=O)[O-])c1,-5%,18%,11%,-8%,-0.2%,-7%,-11,-40,i,30,0.8,107,
C/C(=N/Oc1nc(C)cc(C)n1)c1ccc(Cl)cc1Cl,-3%,7%,-0.1%,-6%,3.2%,-3%,-12,6,i,-27,-1.4,45,
COc1ccc(CCN(C)Cc2c(O)ccc3ccccc23)cc1OC,-2%,0%,1.1%,-9%,-0.1%,-4%,.,.,.,.,1.0,93,
CC(OC(=O)c1ccccc1C(=O)N(C)c1ccccc1)C(=O)Nc1ccccc1[N+](=O)[O-] (centres undefined),1%,.,-1.2%,.,1.5%[50 µM],.,.,.,.,.,1.4,40,
Cc1cc(=O)c2ccccc2n1CC(=O)NCc1ccccc1,-8%,-2%,3.6%,3%,0.1%,-1%,-6,-12,i,-11,-0.8,45,
CC(=O)c1cccc(Nc2nc(N3CCOCC3)nc(N3CCOCC3)n2)c1,-6%,13%,0.6%,-2%,0.2%,-6%,.,.,.,.,-0.4,57,
CCCC(C(=O)O)n1c(O)c(C=C2N=c3ccccc3=N2)sc1=S (centres undefined),9%,2%,-1.0%,-34%,-0.1%,-1%,.,.,.,.,1.5,53,
COc1cccc(OCc2nn[nH]n2)c1,-10%,-3%,1.6%,6%,0.1%,-6%,.,.,.,.,-0.6,66,NS5 inhibitors pilot replicate=5.5
COc1cc(/C=N/NC(=O)CNC(=O)c2ccncc2)ccc1O,-2%,-6%,0.8%,-1%,1.6%[50 µM],-5%,.,.,.,.,1.6,70,
CC(=O)Nc1ccc(-c2ccc(NC(C)=O)c(O)c2)cc1O,-1%,0%,1.1%,33%,0.0%,-3%,.,.,.,.,1.7,51,
COc1ccc(S(=O)(=O)N2CCCCC2)cc1N(C)S(=O)(=O)c1ccccc1,1%,-7%,0.1%,10%,2.9%,-6%,.,.,.,.,-0.3,52,
COc1ccc(CNC(=O)Cn2cccc2C(=O)c2ccccc2)cc1,5%,-4%,-0.5%,-5%,0.2%,-12%,.,.,.,.,-0.6,36,
CC(=O)NC1(C(F)(F)F)C(=O)NC(C)=C1C#N (centres undefined),1%,3%,1.4%,0%,1.4%,2%,-4,13,i,10,-1.5,73,
CCCNC(=O)COc1coc(CN2CCN(c3ccccc3F)CC2)cc1=O,4%,-13%,3.0%,3%,0.8%,-12%,.,.,.,.,-0.9,56,
O=C(CS(=O)(=O)c1ccccc1)Nc1nc(-c2ccc(F)cc2)cs1,-4%,-15%,?,3%,-0.2%,-4%,37,20,i,14,0.3,52,
COc1cc(OC)cc(C(=O)Nc2ccc(S(=O)(=O)Nc3nc(C)cc(C)n3)cc2)c1,-5%,7%,-1.1%,?,-2.1%,-3%,-1,-10,i,-5,-2.1,104,
O=C1C=C(c2ccccc2)C(=O)N1Nc1ccccc1,-16%,3%,2.8%,20µM*,1.9%,-6%,87*,85*,i,-2,16,52,
CCC(C)Sc1cccc(-c2nc3cc(C)ccn3c2NCc2ccccc2)c1 (centres undefined),-10%,.,-0.2%,.,2.2%,.,.,.,.,.,6.2,50,
O=C(CN1CCC(NC(=O)Nc2ccccc2-c2ccccc2)CC1)NCc1ccco1,1%,4%,-1.3%,-1%,-0.1%,-7%,12,14,i,-39,0.7,81,
O=C1C(C23CC4CC(CC(C4)C2)C3)C(=O)N(c2ccccc2)N1c1ccccc1,1%,5%,0.0%,-3%,2.8%,-2%,24,24,i,1,5.0,42,
CCOc1cc(C2C(C(=O)c3ccco3)=C(O)C(=O)N2CCc2ccccc2)ccc1O (centres undefined),3%,4%,2.7%,-2%,5.6%,-4%,1,-10,i,-1,1.6,55,
O=C1[C@@H]2CSCN2C(=O)CN1CCc1cccc(F)c1,-6%,-12%,1.2%,-2%,0.2%,-8%,-4,-9,i,18,0.7,92,
COCCn1c(SCC(=O)Nc2cccnc2Cl)nc2ccccc2c1=O,-6%,.,0.5%,.,0.7%[50 µM],.,.,.,.,.,0.2,71,
CCCCn1c(N)c(N(CC(C)C)C(=O)CCCc2cccs2)c(=O)[nH]c1=O,16%,17%,0.1%,8%,-0.1%[50 µM],-12%,.,.,.,.,-0.5,57,

# In the list so far, these have a Cl atom:
SMILES,NS5 inhibitors,GPR35 antagonists,RSV antiviral HEp-2,AID2073,K1F lysis inhibition,LYP phosphatase,WT yeast gro inh,WT yeast gro inh mutant strain,Autophagy HCS,Autophagy HCS cell loss 18 h,NTR1 agonist,NTR1 agonist cell count 20 µM,others
CCOC(=O)[C@H]1[C@H]2COc3ccc(Cl)cc3[C@@H]2N2C(=O)CN(Cc3ccccc3)C(=O)[C@@]12C,0%,.,1.6%,.,0.6%,.,.,.,.,.,2.0,52,
O=C(Nc1ccc(N2CCCCC2)cc1)C(Cl)c1ccccc1 (centres undefined),-7%,-10%,1.6%,-21%,0.1%,-7%,11,7,i,-7,4.2,93,
C/C(=N/Oc1nc(C)cc(C)n1)c1ccc(Cl)cc1Cl,-3%,7%,-0.1%,-6%,3.2%,-3%,-12,6,i,-27,-1.4,45,
COCCn1c(SCC(=O)Nc2cccnc2Cl)nc2ccccc2c1=O,-6%,.,0.5%,.,0.7%[50 µM],.,.,.,.,.,0.2,71,

# (continued)
SMILES,NS5 inhibitors,GPR35 antagonists,RSV antiviral HEp-2,AID2073,K1F lysis inhibition,LYP phosphatase,WT yeast gro inh,WT yeast gro inh mutant strain,Autophagy HCS,Autophagy HCS cell loss 18 h,NTR1 agonist,NTR1 agonist cell count 20 µM,others
O=C(COc1ccc(Br)cc1)Nc1ccncc1,-3%,2%,2.2%,1%,1.0%,-5%,17,0,i,-12,0.7,49,
Cc1cc(Oc2ccc(C#N)cc2)nc(NCc2ccccc2)n1,-10%,10%,4.3%,-3%,-1.7%,-21%,-17,11,i,2,4.0,48,
COc1ccc(-n2ncc3c(N4CCN(Cc5ccccc5)CC4)ncnc32)cc1,-10%,5%,0.0%,6%,0.1%,-7%,48,37,i,12,67*,75*,
Cc1occc1C(=O)N/N=C/c1c[nH]c2ccccc12,-1%,-2%,0.1%,-1%,2.6%,-5%,1,11,i,17,-0.2,58,
Cn1c(NC2CCCCC2)cc(=O)n(C)c1=O,-5%,-1%,0.7%,6%,0.3%,-7%,.,.,.,.,1.1,61,NS5 inhibitors pilot replicate=0.3
c1ccc(-c2noc(CN3CCN(c4ccccc4)CC3)n2)cc1,-7%,4%,0.2%,-4%,5.7%,-1%,8,-5,i,0,0.4,52,
O=C1ON=C(c2ccccc2)/C1=C\c1ccco1,2%,-5%,.,-12%,-1.6%,5%,.,.,.,.,16,51,
N#CC1=C(N)SC(N)=C(C#N)C1C1CC=CCC1 (centres undefined),-4%,3%,0.5%,-8%,0.2%,-9%,10,0,i,-3,0.4,57,
CC(=O)Nc1ccc(S(=O)(=O)N2CCN3CCCC3C2)cc1 (centres undefined),-1%,-3%,-0.1%,8%,0.0%,-6%,.,.,.,.,1.3,64,NS5 inhibitors pilot replicate=-0.6
Cc1nnc2sc(SCc3ccccc3Cl)nn2c1=O,3%,-4%,2.0%,8%,0.3%,-6%,-9,-12,i,-7,9.0,64,
COc1cc(NC(=O)c2cnc(N)o2)cc(C(=O)Nc2cccc(C(F)(F)F)c2)c1,3%&2%,8%,0.2%,10%,2.4%,-4%,.,.,.,.,-2.6,93,
O=C(Nc1ccccn1)c1ccc2ccccc2n1,-1%,3%,2.2%,3%,4.3%,-12%,14,14,i,-8,-1.8,48,
CCSc1nnc(NC(=O)c2ccco2)s1,-3%,-4%,0.4%,8%,10%,1%,9,5,i,4,2.6,41,
COc1ccc(/C=C/C(=O)NC(=S)N2CCN(c3ccccn3)CC2)cc1,.,1%,2.5%,-16%,.,-1%,.,.,.,.,1.1,52,
Cc1ccc(/C=N/NC(=O)Cc2cccn2C)s1,-8%,4%,0.2%,3%,-4.1%,-4%,-15,1,i,13,0.0,44,
N/C(=N\OC(=O)c1ccc([N+](=O)[O-])cc1)c1ccccn1,7%,1%,1.1%,13%,-0.4%,-2%,5,-4,i,5,1.2,28,
Cn1c(C(=O)N2CCCC(C(=O)NCCN3CCOCC3)C2)cc2sccc21 (centres undefined),-4%,-13%,-0.8%,-10%,4.8%,0%,0,-3,i,5,0.3,78,
CCOc1cc(C(=O)Nc2ccccc2F)cc(Br)c1OCC,-15%,0%,3.9%,0%,-0.2%,-1%,12,23,i,4,0.3,89,
O=C(Nc1ccc(-c2nc3ccccc3s2)c(OC(=O)c2ccccc2)c1)c1ccccc1,-8%,11%,?,?,2.6%[50 µM],9%,-7,-9,i,-15,2.6,68,
O=C(CCCc1nc2ccccc2s1)N1CCN(c2ccccc2F)CC1,-1%,-17%,8.0%,18%,-0.2%,3%,2,-8,i,8,0.7,72,
COc1ccc(-c2cc(C(F)(F)F)n3nc(C(=O)O)nc3n2)cc1,-5%,-4%,1.6%,20%,-2.3%,-4%,-3,11,.,.,0.0,56,
CC(=O)C1=C(C)N(Cc2ccccc2)C(=O)N[C@@H]1c1cccc(C(F)(F)F)c1,-4%,9%,0.4%,2%,-0.4%,-9%,28,-1,i,4,-1.3,93,
CN1CCN(C(=O)c2cc3nc(-c4ccccc4)cc(-c4ccccc4)n3n2)CC1,1%,11%,-2.6%,30%,0.9%,-8%,11,18,i,3,1.9,32,
